Assay outcomes deposited in PubChem by several laboratories.
AddAB inh: less growth of phage-infected E. coli with AddAB; E. coli expressing H. pylori AddAB, absorbance growth; inhibition, % at 11.9 µM; hit rate 0.29% among 330,000; AID 435030; in the data active = inhibition above about 12%;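 also: 0% = vehicle wells of infected cells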
PKA-R2B activ: activates the human PKA-R2B holoenzyme complex. P22694+P31323. PKA-R2B holoenzyme dissociation, Cy5-IP20 fluorescence polarization; R2B truncated from residue 108, S112A mutant; 0% DMSO only, 100% 113 µM cGMP. activation, % at 11.4 µM. hit rate 0.079% among 340,000. AID 504700;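 active = activation above a cutoff set at the mean over all compounds plus 3 SD, cut at about 18% in these data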;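 also: higher means more holoenzyme dissociation and a rise in polarization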
Target sequence (P31323 whole entry, looked up, other chains not shown, the tested form may be a part): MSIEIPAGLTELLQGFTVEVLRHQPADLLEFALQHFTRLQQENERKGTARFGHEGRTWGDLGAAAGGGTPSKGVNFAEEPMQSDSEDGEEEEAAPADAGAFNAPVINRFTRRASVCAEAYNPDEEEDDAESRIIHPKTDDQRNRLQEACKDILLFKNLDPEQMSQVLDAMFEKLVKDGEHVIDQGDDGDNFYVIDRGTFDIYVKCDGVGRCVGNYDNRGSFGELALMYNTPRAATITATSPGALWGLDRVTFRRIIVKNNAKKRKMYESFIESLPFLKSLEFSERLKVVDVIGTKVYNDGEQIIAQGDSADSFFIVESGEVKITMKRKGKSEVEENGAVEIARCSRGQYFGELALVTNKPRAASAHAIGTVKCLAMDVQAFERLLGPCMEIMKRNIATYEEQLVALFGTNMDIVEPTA
Tat transport: inhibitors of E. coli Tat protein transport; E. coli MC4100 TorA-mCherry Tat export, fluorescence; hit rate 0.036% among 340,000; AID 488895; inhibition, % at 10 µM;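 active = mean replicate inhibition at least 50% and at least half of replicates individually reaching 50%; inconclusive = only one of the two criteria met; inactive = neither criterion met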;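 also: exported cargo escapes ClpAP degradation while cytoplasmic cargo is degraded and loses fluorescence; 0% = median of neutral control wells and 100% = median of NaSCN control wells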
phage Ecoli inh: E. coli growth loss with phage present; growth absorbance; AID 651602; hit rate 0.26% among 360,000; inhibition, % at 11.9 µM; in the data active = inhibition above about 11%
Mot1-301 SUMO: blocks SUMOylation pathway, rescuing yeast Mot1-301 growth | S. cerevisiae Mot1-301 growth rescue, ATP luminescence, 38.5C; percent above DMSO median, 100 means doubled | growth rescue, % at 18.8 µM | hit rate 1% among 320,000;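 active = every valid replicate shows activation above 250% relative to neutral control wells; inactive = the rest, any valid replicate at or below 250%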;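 also: OY570 slx delta 5 strain wells were the positive control but not used for scaling; some compounds called inactive have numbers as strong as hits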
E coli growth: reduces bacterial viability in AddAB counter-screen; E. coli V3065 growth, OD600 absorbance, 18 h; inhibition, % at 11.9 µM; hit rate 0.27% among 330,000;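 active = inhibition above the campaign's mean inhibition across all tested compounds plus 3 SD, cut at about 9.9% in these data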;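 also: uninfected addAB+ strain grown without phage in ampicillin broth; 0% = DMSO wells and 100% = ciprofloxacin 0.95 µg/ml wells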
PKA-R1A activ: activates the PKA-R1A holoenzyme complex | P00514+P68181 | PKA-R1A dissociation, Cy5-IP20 fluorescence polarization; scaled: DMSO 0%, 113 µM cGMP 100% | AID 504707 | activation, % at 11.4 µM | hit rate 0.083% among 340,000;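 active = percent activation above the mean of all tested compounds plus 3 SD, cut at about 19% in these data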;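 also: higher means more PKAc released from R1A so a rise in polarization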
OPRM1-OPRD1 ag: agonists of human mu-delta opioid receptor heterodimerization. activation, % at 9.3 µM. P35372+P41143. hit rate 0.3% among 340,000. cells, OPRM1-OPRD1 heterodimerization, luminescence; in the data active = activation above about 18%;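 also: 0% = vehicle-treated cells and 100% = reference agonist; values of inactives mirror those of a sister screen read the other way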
HTR5A inv ag: counter-screen for OPRM1-OPRD1 inverse agonists: human HTR5A inverse agonism | P47898 | HTR5A cell line, luminescence | inhibition, % at 9.3 µM | hit rate 0.083% among 340,000; in the data active = inhibition mostly above about 23%, no sharp cut-off; inactive = mostly below about 18%;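 also: 0% = cells with DMSO and 100% = no-cell wells with DMSO; some compounds called inactive have numbers as strong as hits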
Target sequence (P47898 whole entry, looked up): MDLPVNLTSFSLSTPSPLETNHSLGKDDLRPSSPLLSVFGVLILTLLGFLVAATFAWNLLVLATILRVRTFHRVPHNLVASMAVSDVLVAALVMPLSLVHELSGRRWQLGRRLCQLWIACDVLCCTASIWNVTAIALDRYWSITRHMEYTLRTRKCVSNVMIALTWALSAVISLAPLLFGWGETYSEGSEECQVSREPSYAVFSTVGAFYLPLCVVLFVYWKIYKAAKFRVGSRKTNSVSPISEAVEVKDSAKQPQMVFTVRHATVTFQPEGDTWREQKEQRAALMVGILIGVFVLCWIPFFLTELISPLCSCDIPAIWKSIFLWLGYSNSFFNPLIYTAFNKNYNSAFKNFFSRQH
MOR-DOR inv ag: inverse agonists of human mu-delta opioid receptor heterodimerization; cell-based MOR-DOR heterodimer luminescence, inverse agonism; hit rate 0.21% among 340,000; AID 504357; inhibition, % at 9.3 µM; in the data active = inhibition above about 22%, passing the limit was not always enough;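 also: 0% = cells with DMSO and 100% = wells without cells with DMSO; values of inactives mirror those of a sister screen read the other way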
PfHsp90 set2: inhibits growth of yeast expressing Plasmodium falciparum Hsp90; inhibition, % at 9.4 µM; S. cerevisiae expressing PfHsp90, BacTiter-Glo ATP, 48 h; yeast lacking PDR1 and PDR3 efflux regulators; hit rate 0.32% among 310,000;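 active = every replicate shows inhibition above about 80%, whatever the replicate mean, limit read from the data; inconclusive = mean inhibition reaches the set limit but some replicate falls short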;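 also: 0% = DMSO neutral controls and 100% = 20 µM radicicol positive controls; yeast relying on Plasmodium falciparum Hsp90 in place of its own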
Starred values were filed as active, the others as inactive; ? = inconclusive; . = no result given. No enrichment for hits; 2.2% or so of the library scored in one or more.

SMILES	AddAB inh	PKA-R2B activ	Tat transport	phage Ecoli inh	Mot1-301 SUMO	E coli growth	PKA-R1A activ	OPRM1-OPRD1 ag	HTR5A inv ag	MOR-DOR inv ag	PfHsp90 set2
CC(C(=O)N1CCCC1)N1CCN(S(=O)(=O)c2ccc(C(C)(C)C)cc2)CC1 (stereo unspecified)	4.2	7	-2	0.7	-10	2.3	0	-0.3	16	1	.
CCOC(=O)N1CCC(NS(=O)(=O)c2ccc(C#N)cc2)CC1	1.7	.	-4	0.5	8	0.7	.	.	.	.	14
CC(CCc1ccccc1)NC(=O)COc1cc(F)ccc1[N+](=O)[O-] (stereo unspecified)	-0.8	6	1	2.9	36	-1.6	-3	-1.0	-1	5	.
CCNC(=O)N(C)C[C@H]1N[C@@](Cc2ccccc2)(C(=O)OC)[C@H]2C(=O)N(C)C(=O)[C@@H]12	2.2	1	0	1.2	.	-0.7	-5	-1.8	-1	9	0
C=CCn1c(N)c(C(=O)NCC2CCCO2)sc1=S (stereo unspecified)	-0.4	-7	-7	3.5	-6	0.6	7	-2.5	8	14	1
CC[C@]12c3[nH]c4ccc(Cl)cc4c3CCN1C(=O)[C@@H](CC(=O)NCCc1ccccn1)C[C@@H]2C(=O)N1CCN(C(=O)c2ccco2)CC1	-1.2	-3	-4	-0.3	.	-0.4	-1	-1.4	-5	7	-5
COc1ccc(NC(=O)CSc2sc3c(O)cc(=O)[nH]c3c2C#N)c(OC)c1	1.5	6	7	0.5	168	-1.4	-1	-4.2	1	22	-15
Cc1ccc(C)c(C(=O)Cn2ncc(Cl)c(Cl)c2=O)c1	1.7	1	4	1.3	76	0.3	0	-3.6	20	17	26
COc1ccccc1CCn1cnc2c3cc(C)ccc3n(C)c2c1=O	-0.7	6	1	1.9	7	-1.6	3	1.5	-2	-10	2
CCCN(CC(=O)Nc1ccccc1OC)C(=O)c1ccc(=O)[nH]c1	-0.5	9	-6	0.6	-11	-0.3	4	-0.9	7	8	3
CC(C)=C1C2CCC1C1C(=O)N(NC(=O)COc3ccc(Cl)c(C)c3)C(=O)C21 (stereo unspecified)	-2.0	-12	8	1.8	56	-0.4	-1	3.4	-13	-20	7
CCC(C)[C@H](NC(=O)OC(C)(C)C)C(=O)NCC1CCC(C(=O)N[C@@H](Cc2ccccc2)C(=O)O)CC1 (stereo partly specified)	-0.7	-10	-1	1.8	628*	0.0	7	-2.6	6	13	1
CCOc1ccc(C(=O)/C=C/Nc2ccc(S(=O)(=O)N=C(N)N)cc2)cc1	2.5	-4	6	0.1	-6	-0.6	-7	1.3	12	-7	-14
c1ccc2oc(SCc3cn4ccsc4n3)nc2c1	1.0	-2	-6	2.2	-4	0.5	-8	-2.4	-7	14	2
Cc1cccc(N(CC(=O)Nc2ccc(-c3nc4ccc(C)cc4s3)cc2)S(C)(=O)=O)c1	1.6	3	-4	2.4	-4	1.3	2	3.2	-5	-19	1
Cc1ccc(S(=O)(=O)NC(CC(=O)NC2CCCC2)c2ccco2)cc1 (stereo unspecified)	1.1	3	6	3.1	-4	-1.6	-5	-1.2	-2	7	7
COc1ccc(C(=O)NC2CCN(C(=S)Nc3cc(C)cc(C)c3)CC2)cc1	-0.1	9	-7	4.6	29	1.1	-1	-1.2	2	6	-6
Cc1ccc(OC(=O)c2ccc3c(=O)n4c(nc3c2)CCC4)cc1	.	0	9	1.7	.	.	-6	-0.5	-2	3	.
COc1cccc(C(=O)Oc2cc(-c3ccccc3)no2)c1	3.7	0	-8	-0.2	5	-3.8	-2	-4.4	-2	18	16
Cc1[nH]c(=O)[nH]c(=O)c1S(=O)(=O)N1CCCC(C(=O)NCCc2ccc(Cl)cc2)C1 (stereo unspecified)	2.7	4	2	.	44	1.4	7	0.5	-1	-2	-10
COc1ccc(C(=NNc2ccccc2C(=O)O)c2ccc(OC)cc2)cc1	3.2	2	-2	3.3	-3	-0.5	-3	-1.2	-26	6	12
COc1ccc(OC)c(NC(=O)NNC(=O)COc2ccc(-c3ccccc3)cc2)c1	3.9	8	-2	0.2	-13	-1.3	-2	-1.0	-31	4	2
CCc1cc(C(=O)Nc2nnc(C3CC3)s2)sc1C	0.8	-7	-4	2.4	-6	0.5	1	-0.9	-11	3	-1
CCCc1cc2c(cc1NC(=O)c1ccc(C(C)(C)C)cc1)OCO2	5.3	-10	9	7.0	-12	0.0	1	2.9	-14	-16	4
CN(C)c1ccc(C=NCCC2(c3ccccc3)CCOC(C)(C)C2)cc1 (stereo unspecified)	0.2	-1	-3	-0.9	.	0.9	-10	-2.1	-5	11	3
CCOc1ccc(CCNC(=O)Cn2ncn3nc(-c4ccc(OC)cc4)cc3c2=O)cc1OCC	2.5	3	0	1.3	57	-3.9	-10	-3.5	-10	19	1
CC1S/C(=N\N=C\c2cccc([N+](=O)[O-])c2)N(C(C)(C)C)C1=O (stereo unspecified)	0.9	-2	4	-1.1	15	-1.0	2	4.4	18	-22	11
Cc1ccc(NC(=O)CN(C)C(=O)COC(=O)CNS(=O)(=O)c2ccc(Br)cc2Cl)cc1	5.3	0	1	1.3	3	1.8	-9	0.1	-3	-1	1
CCN(CC(=O)Nc1ccc(N2CCOCC2)cc1)CC(=O)NC(C)(C)C	0.5	0	-2	4.0	3	-0.5	4	-1.5	6	10	5
COc1ccc(/C=N/NC(=O)CCc2c(C)n[nH]c2C)cc1OC	0.2	1	0	-0.6	144	0.6	-8	-2.2	6	13	.
COc1ccccc1OCCC(=O)OCC(=O)c1c(N)n(C)c(=O)n(C)c1=O	2.0	-7	-8	-1.5	-14	2.1	7	-1.0	2	5	4
O=C(NC1(C(F)(F)F)NC(=O)N(Cc2ccco2)C1=O)c1cccnc1 (stereo unspecified)	3.4	6	11	3.2	-3	-1.3	-2	-0.5	6	2	-3
O=C(CN1CCCCC1)Nc1cccc([N+](=O)[O-])c1	-1.6	-14	3	-2.3	2	-2.1	2	-1.2	-37	7	-1
CCOc1ccc(C(CCc2ccccc2)NC(=O)c2ccc(OC)c(OC)c2)cc1OCC (stereo unspecified)	-2.6	8	-4	-0.1	73	-2.3	1	-3.2	-64	17	4
CS/C(N)=N/N=C/c1cc(Br)cc(Br)c1O	-1.4	-15	1	1.8	158	1.1	-13	-1.7	-8	9	24
C=CCOc1ccc(C2C(C(=O)c3ccco3)=C(O)C(=O)N2c2nnc(C)s2)cc1 (stereo unspecified)	-2.7	5	-3	0.5	-12	-2.9	5	0.2	9	-1	6
O=C(Cc1ccc(F)cc1)OCN1C(=O)c2ccccc2C1=O	0.4	-1	-5	2.8	-23	-1.8	3	-1.1	2	6	-7
COc1ccc(S(=O)(=O)N2CCOCC2)cc1NC(=O)c1ccc(OCC(C)C)c(OC)c1	2.6	6	1	-0.1	.	-2.6	14	-0.4	7	2	4
CC(=O)Nc1ccc(S(=O)(=O)NNC(=O)COc2ccc(C)cc2)cc1	-0.2	16	-1	1.2	-6	-2.4	-7	-3.0	-13	16	-5
C/C(Cc1ccccc1)=N\NC(=O)CNC(=O)c1ccccc1	2.3	2	-4	3.0	21	2.0	-3	0.3	11	-2	4
Cc1nn(-c2ccccc2)c(C)c1NC(=O)COC(=O)Cc1ccccc1F	1.9	-8	0	-2.2	-10	1.5	-11	-3.1	-15	15	24
O=C(O)c1nnn(-c2cc(C(F)(F)F)cc(C(F)(F)F)c2)c1-c1ccccc1	19*	14	-5	1.0	1	2.3	0	1.4	-19	-7	-4
O=C(Nc1ccc(Cl)cc1)OCc1cn(-c2ccccc2)nn1	0.4	-1	-7	4.6	-13	3.1	-12	-1.9	-2	11	0
O=C(c1ccco1)N1CCN(C(=O)N2CCCC2)CC1	-2.2	-8	-18	2.4	0	-4.0	-9	-2.9	-3	16	-2
COc1ccc(N(CC(=O)Nc2ccc3c(c2)OCO3)S(=O)(=O)c2ccc(F)cc2)cc1	0.7	-6	-7	4.7	9	-1.6	-17	-0.3	-8	2	13
CCN(CC)c1ccc(C(=C2C=CC(=[N+](CC)CC)C=C2)c2ccc(S(=O)(=O)O)cc2S(=O)(=O)[O-])cc1	.	39*	?	-13	.	.	34*	-6.0	31	24	.
O=C(C1CCCN(S(=O)(=O)c2ccccc2)C1)N1CCCCCC1 (stereo unspecified)	-1.2	-14	2	4.3	30	1.6	-1	-0.7	-5	5	16
O=C(COc1ncnc2scc(-c3ccc(F)cc3)c12)NCc1ccco1	4.0	-5	-11	1.9	-10	-0.2	-2	-2.4	12	11	38
CCN(CC)Cc1cc2ccccc2c2c1COC2	4.2	0	1	3.6	-12	2.7	-6	-1.5	-10	7	-20
COC(=O)/C(=C/Nc1ccc(O)cc1)[N+](=O)[O-]	-1.4	5	-1	-1.2	130	-0.7	1	2.2	20	-14	23

Further results follow.
SMILES	AddAB inh	PKA-R2B activ	Tat transport	phage Ecoli inh	Mot1-301 SUMO	E coli growth	PKA-R1A activ	OPRM1-OPRD1 ag	HTR5A inv ag	MOR-DOR inv ag	PfHsp90 set2
COc1ccc(C(NCC(=O)NC(C)c2ccc(Cl)cc2)c2ccccc2)cc1 (stereo unspecified)	1.8	-1	19	-1.8	-2	2.5	-4	2.3	-16	-11	13
COc1cccc(NC(=O)N2CCCC(C(=O)NCc3ccc(F)cc3)C2)c1 (stereo unspecified)	1.3	-2	9	0.8	8	0.2	-1	-2.0	-25	12	6
Cc1nnc(SCCn2c(N3CCCC(C)C3)nc3c2c(=O)n(C)c(=O)n3C)s1 (stereo unspecified)	-0.8	10	16	1.0	2	1.7	-19	-1.4	-1	8	-1
C/C(=N\N1CCN(Cc2ccc(C)cc2)CC1)c1ccco1	5.4	-6	12	2.5	5	-0.2	-7	-1.3	-9	6	23
S=C(NCc1cccs1)NCC1CCCO1 (stereo unspecified)	.	-3	26	2.8	.	.	-1	-1.5	2	8	9
CC1CCCCN1C(=O)COC(=O)c1ccc2ccccc2n1 (stereo unspecified)	-3.1	-6	-8	-0.7	-1	0.5	-1	0.5	-1	-2	19
CN(C)c1ccc(N=Nc2ccccc2C(=O)OCC(=O)Nc2ccccc2C(F)(F)F)cc1	.	1	-1	1.6	.	.	-14	0.0	9	0	5
CSc1ccccc1NC(=O)COC(=O)Cc1cccs1	3.3	-4	-2	5.3	-7	0.7	1	-0.8	12	5	-25
CCN1Cc2cc(OC)ccc2-c2ccccc2S1(=O)=O	0.1	-2	4	2.7	.	1.1	0	-2.7	10	14	0
Cc1ccc(S(=O)(=O)NCCC(=O)NCc2ccco2)cc1	1.3	-3	-2	-1.8	-12	0.1	-16	-1.3	10	8	-53
O=S(=O)(Nc1ccc2ccccc2n1)c1ccc2c(c1)CCO2	-1.3	-5	-4	-1.3	-1	-1.6	3	-0.8	-2	4	3
